# Screening results as filed in PubChem BioAssay.
# CSN deneddyl inh = CSN deneddylation inhibition; Q92905; AID 651999; Purified CSN, SCF-Nedd8-OG deneddylation, fluorescence polarization; inhibition, % at 12.5 µM; hit rate 0.38% among 360,000;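 active means pattern-corrected inhibition above about 35%, with an unprinted fluorescence ratio check between 0.5 and 1.5, limit read from the data, passing the limit was not always enough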;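 further: 0% = enzyme with substrate and 100% = substrate without enzyme; some results filed as inactive read as strong as hits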
#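 assay system = purified human Csn5 enzyme expressed in HEK293T cells | amount = 0.24 nM enzyme | buffer or medium = Tris/NaCl/DTT buffer, pH 7.5 | reagent = 10 nM SCFSkp2-Nedd8OG | compound = one concentration, 12.5 µM, 0.25% DMSO | times = 90 min reaction at room temperature | signal = FP | read-out basis = % inhibition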
# Rin1 Abl inh = inhibitors of human Rin1-Abl protein interaction; P00519+Q13671; TR-FRET Rin1/Abl binding, biochemical; inhibition, % at 7.35 µM; hit rate 0.4% among 360,000; in the data active means inhibition above about 5%, passing the limit was not always enough
# NadD block = blocks S. aureus nicotinate mononucleotide adenylyltransferase; hit rate 0.78% among 360,000; inhibition, % at 20 µM; purified NadD enzyme, colorimetric absorbance read-out; AID 602399; in the data active means inhibition above about 26%; further: some compounds past the cut are filed as inactive
# Rpn11 inh = blocks the human proteasome subunit Rpn11 | human 26S proteasome, Ub4-pepOG fluorescence polarization; 20S core pre-blocked with epoxomicin | calls only at 20 µM | hit rate 0.59% among 360,000 | AID 588493;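 active means inhibition at 20 µM, scaled to each plate's controls, above about 33%, limit read from the data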
# Target sequence (O00487 whole entry, looked up): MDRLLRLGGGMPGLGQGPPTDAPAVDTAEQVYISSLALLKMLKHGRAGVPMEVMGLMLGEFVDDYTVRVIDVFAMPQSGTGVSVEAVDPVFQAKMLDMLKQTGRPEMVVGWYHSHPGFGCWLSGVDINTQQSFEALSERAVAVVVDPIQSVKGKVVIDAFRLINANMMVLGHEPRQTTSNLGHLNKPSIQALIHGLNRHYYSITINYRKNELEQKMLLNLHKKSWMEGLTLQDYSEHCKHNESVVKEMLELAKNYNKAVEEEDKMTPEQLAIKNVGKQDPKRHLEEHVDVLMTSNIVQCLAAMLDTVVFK
# Scp1 inh = blocks human Scp-1 phosphatase activity. inhibition, % at 20 µM. Recombinant Scp1, phosphopeptide, malachite green phosphate absorbance. hit rate 0.88% among 340,000;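 active means inhibition above about 50% at 20 µM, limit read from the data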;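 further: plate controls were DMSO wells with enzyme for no effect and wells lacking enzyme for full effect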
#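 Assay system: SCP-1 catalytic fragment, aa 76-261 | Buffer or medium: Tris acetate buffer pH 5.5 with MgCl2 and Tween-20 | Compound: One concentration, 20 µM, with 1.0% DMSO | Also added: Phospho 17-mer peptide substrate | Signal: Absorbance at 630 nm | Incubation: 45 min enzyme reaction at room temperature | Measure: % inhibition of SCP-1 phosphate liberation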
# Neddyl block = cullin neddylation inhibition; P61081+Q13564; TR-FRET cullin neddylation, biochemical; calls only at 25 µM; hit rate 0.58% among 360,000; AID 651699; in the data active means inhibition above about 36%
# STEP inh = blocks human striatal-enriched tyrosine phosphatase. recombinant STEP, OMFP fluorogenic substrate, fluorescence. hit rate 0.25% among 360,000. inhibition, % at 20 µM;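 active means inhibition at 20 µM, scaled per plate between control wells, above about 37%, limit read from the data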;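 further: 0% = DMSO with enzyme and substrate and 100% = substrate only without enzyme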
# Target sequence (P54829 whole entry, looked up): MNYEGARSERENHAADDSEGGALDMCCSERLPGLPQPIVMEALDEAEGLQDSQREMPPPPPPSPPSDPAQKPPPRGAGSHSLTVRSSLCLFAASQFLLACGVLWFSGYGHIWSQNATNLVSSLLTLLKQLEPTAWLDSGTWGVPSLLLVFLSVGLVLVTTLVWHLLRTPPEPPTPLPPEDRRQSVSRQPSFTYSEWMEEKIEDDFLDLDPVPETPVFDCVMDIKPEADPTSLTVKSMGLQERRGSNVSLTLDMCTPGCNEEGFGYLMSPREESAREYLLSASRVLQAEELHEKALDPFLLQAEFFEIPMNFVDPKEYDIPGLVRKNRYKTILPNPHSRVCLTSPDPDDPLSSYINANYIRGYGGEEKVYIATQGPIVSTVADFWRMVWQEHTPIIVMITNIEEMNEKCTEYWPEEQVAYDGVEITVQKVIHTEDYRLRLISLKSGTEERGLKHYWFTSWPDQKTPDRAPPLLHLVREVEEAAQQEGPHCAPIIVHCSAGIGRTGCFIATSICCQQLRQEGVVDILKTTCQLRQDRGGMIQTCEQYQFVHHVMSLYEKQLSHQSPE
#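 Assay system: isolated STEP enzyme. Buffer or medium: pH 6.0 Bis-Tris with DTT and Tween 20. Also added: fluorogenic phosphatase substrate OMFP at 25 µM final. Dosing: 20 µM, 1% DMSO. Timing: 20 min reaction, room temperature, in the dark. Measured by: fluorescence intensity, excitation 480 nm, emission 540 nm. Evaluation: normalized % inhibition.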
# LMPTP inh = blocks human LMPTP phosphatase; P24666; recombinant LMPTP-A, OMFP fluorogenic substrate, fluorescence intensity; inhibition, % at 20 µM; hit rate 0.22% among 360,000; AID 651560;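 active means compounds that cut the enzyme signal by at least half of the control window in the single-dose screen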;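 further: plate controls were DMSO wells with enzyme plus substrate for no effect and substrate without enzyme for full effect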
# Target sequence (P24666 whole entry, looked up): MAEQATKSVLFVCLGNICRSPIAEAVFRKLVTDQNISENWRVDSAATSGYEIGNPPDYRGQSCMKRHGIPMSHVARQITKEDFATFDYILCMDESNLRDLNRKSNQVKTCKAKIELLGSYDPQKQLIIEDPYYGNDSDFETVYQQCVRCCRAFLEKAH
#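 Assay system: LMPTP-A enzyme. Input: 0.625 nM LMPTP-A final. Probe or stimulus: 400 µM OMFP. Compound dosing: single 20 µM dose. Schedule: 50 min dark incubation at room temperature. Detection: fluorescence intensity of OMFP turnover product. Read-out: percent inhibition versus substrate-only and uninhibited controls. Benchmarks: no-enzyme low control, uninhibited high control.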
# DNMT1 block = DNMT1 (human) enzyme inhibition; P26358; DNMT1 molecular beacon, Hinp1I cleavage, fluorescence; inhibition (reported as % activation of signal), % at 10 µM; hit rate 0.83% among 360,000; in the data active means inhibition above about 50%
# SUMO1 PPI mod = alters human SUMO1 binding to SIM partners; SUMO1 binding to a labelled peptide, TR-FRET, 1 h; inhibition, % at 20 µM; hit rate 0.33% among 360,000; in the data active means inhibition above about 37%
# * = called active by the depositor; i = inactive; · = no result given; + = active, no number.
mol,CSN deneddyl inh,Rin1 Abl inh,NadD block,Rpn11 inh,Scp1 inh,Neddyl block,STEP inh,LMPTP inh,DNMT1 block,SUMO1 PPI mod
COc1ccc(N2CC(C(=O)N3CCN(c4ccccc4F)CC3)CC2=O)cc1 (stereo not drawn),-4,1,-6,i,-1,i,-2,-0.1,-2,6
CCNC(=O)C1(C)CCCN(C(=O)c2cccc(C)c2C)C1 (stereo not drawn),1,1,7,i,·,i,-1,-1.4,3,-3
O=C(Nc1ccon1)c1nc[nH]c1C(=O)N1CCN(c2ccccc2)CC1,2,2,-3,i,0,i,-1,-2.2,3,3
COc1ccc(NS(=O)(=O)c2ccc(NS(=O)(=O)c3cccc(C(=O)O)c3)cc2)cc1,-1,1,-3,i,-5,i,-3,-0.7,-2,8
O=C(CCCCn1c(=O)[nH]c2ccsc2c1=O)NCc1ccc2c(c1)OCO2,-6,-4,-2,i,-12,i,-1,1.0,-1,-2
CCOc1ccc(C(CC(=O)O)NC(=O)C(CC)c2ccccc2)cc1 (stereo not drawn),0,1,-4,i,-5,i,3,-0.2,2,9
CC(C)COC(=O)N(C)C[C@@H]1OCc2cn(nn2)CCCC(=O)N([C@@H](C)CO)C[C@H]1C,-4,-1,4,i,·,i,-2,-1.0,3,-1
CCOc1ccccc1Nc1nnc(SCc2ccc(C(=O)OC)o2)s1,1,3,-3,i,-11,i,3,0.6,-4,1
CCOc1ccc2nc(SCC(=O)NCc3ccccc3)[nH]c2c1,6,-3,4,i,-10,i,0,0.1,1,1
N#Cc1ccccc1OCC(=O)OCC(=O)NC1CC1,1,1,3,i,-4,i,-3,-1.9,3,30
O=C(NCC1CCCO1)C(c1cccs1)N(Cc1cccs1)C(=O)Cn1nnc(-c2cccs2)n1 (stereo not drawn),1,1,-8,i,-10,i,0,1.0,0,4
Cn1nc(OCC(=O)O)cc1C(F)(F)F,-2,1,3,i,-3,i,-2,-2.1,1,5
CCN(CC)S(=O)(=O)c1ccc(C(=O)OCn2nnc3ccccc3c2=O)cc1,-2,-1,-2,i,-13,i,3,1.4,-1,-7
COc1ccc(CCC(=O)OCC(=O)NCc2ccc(OC)c(OC)c2)cc1OC,-1,-1,6,i,-5,i,-1,-0.5,0,-2
CCc1cc(-c2onc(C)c2-c2cscn2)c(O)cc1OC,-2,-1,-6,i,-9,i,2,0.3,1,1
O=C1NN(c2cccc(Br)c2)C(=O)/C1=C\c1ccc(O)cc1,1,1,4,i,-11,i,6,0.1,5,-1
Cn1c(=O)cc(N)n(Cc2ccccc2)c1=O,-2,-1,2,i,-8,i,-1,-1.1,2,-5
COc1ccc(N2CCN(C(=O)CSc3nc4[nH]ncc4c(=O)n3-c3cccc4ccccc34)CC2)cc1,4,2,10,i,-9,i,-1,-0.5,-7,-1
O=C(NCc1ccccn1)C1CCN(S(=O)(=O)N2CCCC2)CC1,-7,1,3,i,-5,i,-3,-0.4,2,2
CCc1ccc2oc(C(=O)NCCc3ccc(S(N)(=O)=O)cc3)cc(=O)c2c1,-6,-1,0,i,-2,i,2,-0.5,1,13
CC(C)NC(=O)c1cc2c(-c3ccc(Cl)cc3)nn(C)c2s1,-7,3,2,i,-15,i,2,-0.4,5,-1
CCc1nc(NCc2ccc3c(c2)OCO3)c2oc3ccccc3c2n1,2,-2,2,i,0,i,-2,3.4,-5,4
CN1CCN(CC(=O)Nc2ccc([N+](=O)[O-])cc2Br)CC1,-1,-5,-10,i,-6,i,0,0.6,-2,-21
Cc1ccc(NC(=O)C2CCN(S(=O)(=O)c3c(C)noc3/C=C/c3ccco3)CC2)nc1,-4,-1,10,i,-7,i,-5,1.0,-5,-5
COc1ccc(F)cc1-c1cc(C(=O)NCc2cccc(Cl)c2)[nH]n1,8,0,-2,i,·,i,-1,1.7,5,6
O=C(CSc1n[nH]c(-c2cccnc2)n1)Nc1ccc(Br)cc1,5,2,-6,i,1,i,1,-1.3,-1,6
Cc1cc(C)nc(/N=C(\NC(=O)C(C)(C)C)Nc2ccccc2)n1,109,2,-8,i,-7,i,4,-1.5,1,6
COC(=O)C(Sc1ccc(Cl)cc1)C1SC(=S)N(Cc2ccccc2)C1=O (stereo not drawn),3,0,4,+,·,i,-3,-0.3,8,-5
CCn1c(SCC(=O)NNC(=O)c2ccccc2)nnc1-c1ccncc1,-2,-2,3,i,-2,i,2,-1.2,-1,-1
CC(C)Oc1cccc(C2NC(=O)c3ccccc3O2)c1 (stereo not drawn),0,0,1,i,-2,i,1,-0.8,0,0
CCC(C)C(CO)NC(=O)/C=C/[C@H]1O[C@@H](n2cnc3c(NC(=O)c4ccccc4)ncnc32)[C@H](O)[C@@H]1O (stereo partly drawn),-2,4,-3,i,·,i,0,-0.4,6,8
Cc1cc(OCC(=O)N2CCC(C(N)=O)CC2)c2c(C)cc(=O)oc2c1,0,1,0,i,1,·,2,-1.9,-5,4
O=C(c1cccc(C(F)(F)F)c1)c1c[nH]c(C(=O)NCCCN2CCOCC2)c1,-5,-3,-4,i,-5,i,3,-0.8,3,0
COCCCN1CN=C(NS(=O)(=O)c2ccc(C)cc2)NC1,0,-1,0,i,-1,i,-1,1.3,4,-1
Cc1nc2nc(SCC(=O)NCc3ccco3)nn2c(C)c1Cc1c(F)cccc1Cl,-1,1,0,i,11,i,-1,-0.5,2,2
Cc1cc(=O)[nH]c(SCC(=O)N2CCCCC2)n1,1,1,-1,i,2,i,0,-1.4,-1,2
Cc1c(C#N)c(N)c(C(=O)c2ccccc2)n1Cc1ccccc1,-2,-1,-7,i,-7,i,-3,0.8,-2,-12
N#CCC(=O)Nc1ccc(C(=O)OCC(=O)N2CCCC2=O)cc1,1,-1,0,i,30,i,-1,-1.0,4,2
COc1cccc(NC(=O)c2cc([N+](=O)[O-])ccc2NC(=O)CNCC2CCCO2)c1 (stereo not drawn),1,0,-4,i,-1,i,1,-0.4,-5,-20
CC(C)(C)c1ccc(C(=O)c2c[nH]c(C(=O)NCC3CCCO3)c2)cc1 (stereo not drawn),-1,0,-2,i,-7,i,4,1.1,-7,1
Cn1nc(C(=O)OCC(=O)N2CCc3ccccc32)c2ccccc2c1=O,-2,1,-1,i,-2,i,3,-0.3,3,-5
CSc1nnnn1-c1c(C)cc(C)cc1C,4,0,-1,i,-10,i,0,0.5,3,-1
CCn1cc(C(=O)NCc2ccc(Cl)cc2)c(=O)c2cc(S(=O)(=O)N(C)C)ccc21,-2,2,-6,i,-7,i,1,1.2,-6,-1
CCc1nc2c(OCCOc3ccccc3)cccn2c1N(C)C(=O)c1cccs1,1,-2,1,i,·,i,2,1.7,-1,1
CN(C)S(=O)(=O)c1cccc(COC(=O)CN2CCCCCC2=O)c1,-4,1,-7,i,-7,i,-2,0.4,-4,2
CCc1ccc(OCC(=O)NNC(=O)CSc2ncnc3sc(C)c(C)c23)cc1,18,1,6,+,-6,i,-2,1.7,45,0
CCN(CC)C(=O)c1cnn(-c2ccccc2)c1NC(=O)c1ccco1,-3,1,2,i,12,i,-4,-1.7,3,2
O=C(CN1CCN(Cc2ccc(Cl)cc2)CC1)N/N=C/c1ccncc1,-7,-2,0,i,0,i,-1,-2.2,1,-5
CC(OC(=O)c1ccc(NC(=O)CC#N)cc1)C(=O)Nc1ccc(Oc2ccccc2)cc1 (stereo not drawn),6,6,15,i,·,i,5,0.5,-11,54*
Cn1c(SCc2nc(-c3cccs3)no2)nnc1C1CCCCC1,1,3,3,i,-6,i,-1,1.3,2,-2

# Random excerpt: 3 records from the list, in no set order.
mol,CSN deneddyl inh,Rin1 Abl inh,NadD block,Rpn11 inh,Scp1 inh,Neddyl block,STEP inh,LMPTP inh,DNMT1 block,SUMO1 PPI mod
O=C(c1cccc(C(F)(F)F)c1)c1c[nH]c(C(=O)NCCCN2CCOCC2)c1,-5,-3,-4,i,-5,i,3,-0.8,3,0
O=C(CSc1n[nH]c(-c2cccnc2)n1)Nc1ccc(Br)cc1,5,2,-6,i,1,i,1,-1.3,-1,6
CCc1nc2c(OCCOc3ccccc3)cccn2c1N(C)C(=O)c1cccs1,1,-2,1,i,·,i,2,1.7,-1,1

# New compounds follow
mol,CSN deneddyl inh,Rin1 Abl inh,NadD block,Rpn11 inh,Scp1 inh,Neddyl block,STEP inh,LMPTP inh,DNMT1 block,SUMO1 PPI mod
CC(=O)Nc1ccc2c(c1)C(N1CC3CCC(CC3)C1)c1ccccc1-2 (stereo not drawn),2,-2,0,i,0,i,-4,4.9,-1,1
CN(Cc1ccccc1)C(=O)c1ccc(NC(=O)Cc2cccc(NC(=O)C3CCCN(C(=O)CCc4ccccc4)C3)c2)cc1 (stereo not drawn),2,1,12,i,-2,i,10,2.8,-18,8
CCN(CC)S(=O)(=O)c1ccc(NCCc2ccccn2)nc1,2,4,-8,i,-7,i,-2,-0.8,-2,4
COc1ccc(/C=C2\N=C(SC)SC2=O)cc1OC,5,0,-8,i,-10,i,0,0.7,-10,-2
CCOC(=O)N1CCN(C(=S)NC(=O)c2cc(Br)ccc2Cl)CC1,8,-1,1,i,-4,i,1,-1.4,1,4
COc1ccccc1CCC(=O)OCC(=O)Nc1cc(C)nn1-c1ccccc1,1,2,0,i,-4,i,1,0.1,0,3
N#Cc1c(/N=C/c2cccs2)sc2c1CCCCC2,-3,-2,2,i,-2,i,2,1.4,-8,-7
NC(=NC(=O)c1ccccc1)N1CCN(C(c2ccccc2)c2ccccc2)CC1,1,0,7,i,-10,i,-1,4.9,2,4
CCC1CCCCN1CCCNC(=O)Cn1c(=O)c2cccn2c2ccccc21 (stereo not drawn),5,5,0,i,-2,i,-2,-1.1,0,6
Cc1cc2c(c(=O)n1C)C(Cc1ccccc1)C(C#N)=C(N)O2 (stereo not drawn),1,1,-1,i,-11,·,-1,-2.2,0,-3
COc1ccc(OCCOC(=O)CNS(=O)(=O)c2ccc(SC)c([N+](=O)[O-])c2)cc1,-6,1,-11,i,-4,i,0,2.1,0,-22
CCC(=O)N1CCN=C1SCc1cc(C)ccc1C,-3,5,-3,i,-3,i,-3,-1.6,2,4
COCCC(=O)N1CCc2c([nH]c3ccccc23)C1C(C)(C)C (stereo not drawn),4,5,0,i,-3,i,1,-0.4,-1,-1
COc1cccc(N2CCN(C(=O)c3ccc(CS(=O)c4ccc(Cl)cc4)o3)CC2)c1 (stereo not drawn),2,2,2,i,0,i,-1,0.5,2,0
